Source: PubChem
G9a inh = inhibitors of human histone lysine methyltransferase G9a. G9a H3K9 monomethylation, AlphaScreen, 2 h. Potency, µM (doses to about 102 µM), for the others: at the highest dose activity, negative = inhibition, most hits filed as inhibitors. 8.8% of 350,000 active. AID 504332; note: potency is the fitted concentration of half-maximal effect; % is set by controls: 0 for no effect and ±100 for the full control effect; nearly all actives have a fitted effect of over 75% in size
Target sequence (Q96KQ7 913-1193 limits assumed): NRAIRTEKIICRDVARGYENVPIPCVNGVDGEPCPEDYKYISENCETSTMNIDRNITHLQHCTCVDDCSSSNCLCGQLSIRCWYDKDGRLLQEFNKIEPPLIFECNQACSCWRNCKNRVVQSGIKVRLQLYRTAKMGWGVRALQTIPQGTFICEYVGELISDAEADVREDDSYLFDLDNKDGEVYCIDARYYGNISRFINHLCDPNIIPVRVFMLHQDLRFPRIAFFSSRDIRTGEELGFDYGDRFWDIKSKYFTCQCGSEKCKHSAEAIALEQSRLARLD
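Using a bead-based AlphaScreen, monomethylated H3K9 product from 2 h room-temperature reactions (G9a 20 nM, peptide 500 nM, SAM 20 uM) was detected with 0.5 ug/mL rabbit anti-H3K9me1 antibody.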
JMJD2A Tudor = blocks the human JMJD2A Tudor domain. O75164. AlphaScreen JMJD2A-Tudor / H3K4me3 peptide binding. Potency, µM (top dose mostly 114 µM), for inactives: at the highest dose activity change, negative = inhibition, most hits filed as inhibitors. 4.4% of 390,000 active. AID 504339; note: potency is the fitted concentration of half-maximal effect; % is set by controls: 0 for no effect and ±100 for the full control effect; nearly all actives have a fitted effect of over 50% in size
Pin1 inhibitor = blocks the human prolyl isomerase Pin1. Q13526. AID 504891. Pin1 FP peptide displacement, HiFluor488, 10 min. 0.009% of 390,000 active. Potency, µM (titrated, usually from 115 µM), for the others: top-dose activity, negative = inhibition, hits mostly inhibitors; active = well fitted inhibition curve with a large enough effect in the polarisation, with a control signal flat, not every such curve was filed as active; inconclusive = small, poorly fitted or top-dose-only effect, or effect the other way, or a change in a side signal; inactive = no such curve, though single readings can be large or run the other way; the % refers to the polarisation; note: potency is the fitted concentration of half-maximal effect; % is set by controls: 0 for no effect and ±100 for the full control effect
HP1b chromo inh = HP1-beta chromodomain-methylated histone interaction inhibition. P83916. AlphaScreen HP1-beta / biotin-H3K9me3 peptide binding. Potency, µM (series often up to 114 µM), for the others: at the highest dose activity change, negative = inhibition, actives largely listed as inhibitors. 0.56% of 390,000 active; note: potency is the fitted concentration of half-maximal effect; nearly all actives have a fitted effect of over 70% in size; inactives centre near 23
Target sequence (P83916 whole entry, looked up): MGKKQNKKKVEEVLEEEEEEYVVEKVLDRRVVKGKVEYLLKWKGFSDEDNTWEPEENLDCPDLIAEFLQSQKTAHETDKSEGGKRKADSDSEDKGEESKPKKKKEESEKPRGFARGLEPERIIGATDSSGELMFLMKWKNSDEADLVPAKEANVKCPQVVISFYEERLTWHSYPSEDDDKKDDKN
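HP1-beta protein (50 nM final) preincubated 30 min at room temperature with biotinylated H3(1-18)K9me3 peptide (50 nM) in PBS pH 7.4, 0.01% Tween-20, then compound added for 30 min. AlphaScreen streptavidin donor/nickel chelate acceptor beads (10 ug/mL final), 30 min dark, luminescence read.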
ERG-DNA inh = inhibitors of human ERG Ets domain-DNA interaction | fluorescence polarization, His-ERG Ets domain / labelled DNA | Potency, µM (doses to about 76.9 µM), for inactives: top-dose FP activity, negative = inhibition, hits mostly inhibitors | AID 624246 | P11308 | 0.028% of 370,000 active; active = well fitted inhibition curve with a large enough effect in the polarisation, with a control signal flat; inconclusive = small, poorly fitted or top-dose-only effect, or effect the other way, or a change in a side signal; inactive = no such curve, though single readings can be large or run the other way; the % refers to the polarisation;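 note: polarization taken with two DNA probes labelled with fluorescein and Texas red; potency is the fitted concentration of half-maximal effect; % of control where 0% means no effect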
Target sequence (P11308 whole entry, looked up, the tested form may be a part): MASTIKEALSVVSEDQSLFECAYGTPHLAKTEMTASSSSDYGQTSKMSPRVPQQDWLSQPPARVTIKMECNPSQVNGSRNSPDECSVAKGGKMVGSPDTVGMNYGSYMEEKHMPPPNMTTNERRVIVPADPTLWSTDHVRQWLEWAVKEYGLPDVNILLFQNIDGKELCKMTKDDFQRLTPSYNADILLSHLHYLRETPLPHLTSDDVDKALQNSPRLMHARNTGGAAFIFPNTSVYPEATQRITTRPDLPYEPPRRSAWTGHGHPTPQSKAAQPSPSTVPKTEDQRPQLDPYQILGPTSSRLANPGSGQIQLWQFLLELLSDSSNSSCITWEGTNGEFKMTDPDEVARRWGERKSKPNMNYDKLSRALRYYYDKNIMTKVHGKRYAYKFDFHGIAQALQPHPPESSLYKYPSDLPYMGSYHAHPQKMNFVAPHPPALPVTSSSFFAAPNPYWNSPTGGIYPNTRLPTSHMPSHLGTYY
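His-tagged ERG Ets domain (1 uM in the protein solution; 300mM KCl, 50mM Tris-HCl, 1mM EDTA, 1mM DTT, pH 7.5) received compound, then a probe mix of 5 nM fluorescein-DNA and 100nM Texas-615-DNA. Fluorescence polarization was read for both dyes.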
PI4K2A inh = blocks human PI4K2A kinase activity; 0.13% of 420,000 active; Q9BTU6; AID 1346378; purified PI4K2A, ADP-Glo luminescence, 1 h; stronger effect = lower value; activity change, negative = inhibition, % at 76.9 µM; in the data active = activity change below about -50%; inconclusive = mostly about -30% to -49%;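 note: -100% = wells without enzyme as full effect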
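In this quantitative HTS, ADP production by PI4K2A was quantified luminescently after 1 h at ambient temperature; 100 microM adenosine served as plate-quality control.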
BAZ2B inh = BAZ2B (human) inhibition; AlphaScreen BAZ2B-H3K14Ac peptide displacement; Potency, µM (series often up to 114 µM), inactives show at the highest dose activity change, negative = inhibition, hits mostly inhibitors; 4.4% of 360,000 active; note: potency is the fitted concentration of half-maximal effect; % is set by controls: 0 for no effect and ±100 for the full control effect; nearly all actives have a fitted effect of over 60% in size
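AlphaScreen displacement of biotin-H3(5-23)K14Ac peptide (50 nM final) from BAZ2B (50 nM final) in PBS pH 7.4, 0.01% Tween-20; complex preformed 30 min RT, then compounds (top 110 uM) 30 min RT, beads 20 min dark.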
PGK inhibitor = blocks T. brucei phosphoglycerate kinase. P07378. PGK/GAPDH coupled, Kinase-Glo luminescence, 60 min. Potency, µM (highest dose often 57.5 µM), for the others: at the highest dose activity change, negative = inhibition, usual class: inhibitors. 0.043% of 380,000 active; note: potency is the fitted concentration of half-maximal effect; % is set by controls: 0 for no effect and ±100 for the full control effect; nearly all actives have a fitted effect of over 60% in size
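Recombinant glycosomal PGK reaction used 1,3-bisphosphoglycerate generated in-well by GAPDH (100nM final) in 100mM TEA pH 7.6, 5mM MgCl2, 0.01% Tween-20. After 60 minutes at room temperature, ATP was read by Kinase-Glo Plus luminescence end-point.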
GLS inh = blocks human kidney-isoform glutaminase activity; Potency, µM (highest dose often 45.5 µM), inactives show at the highest dose activity change, negative = inhibition, hits mostly inhibitors; 0.21% of 410,000 active; AID 624170; O94925; GLS enzymatic activity, qHTS titration; note: potency is the fitted concentration of half-maximal effect; % is set by controls: 0 for no effect and ±100 for the full control effect
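hKGA in 45 mM KH2PO4 (pH 8.2), 0.02% Tween-20 with compound, then 1mM L-Glutamine (stock as added) plus glutamate oxidase/HRP/Amplex red coupling mix. Fluorescence read initially and after 30 min at RT; signal change reflects glutamate formation.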
An asterisk follows results filed as active; i = inactive; ? = inconclusive; nt = not tested or not shown; & = joins results of further samples; [ ] = remark or other dose. Unless noted, calls come from the whole dose curve; as a rule, active = well fitted curve in the direction sought with a large enough effect; inconclusive = small, poorly fitted or top-dose-only effect, or another doubt; inactive = no such curve, though single readings can be large; an effect the other way counts as inactive or inconclusive. No enrichment for hits. Share with any hit: about 11%.

SMILES | G9a inh | JMJD2A Tudor | Pin1 inhibitor | HP1b chromo inh | ERG-DNA inh | PI4K2A inh | BAZ2B inh | PGK inhibitor | GLS inh
CN(CC(=O)Nc1ccc(F)cc1)C(=O)COC(=O)CCN1C(=O)C2CC=CCC2C1=O (stereo unspecified) | -8% | -1% | 2% | 33% | -12% | -1 | -2% | i | -11%
CC1=C(C(=O)OCc2ccccc2)C(c2ccc(Br)cc2)NC(=O)N1CCCC(=O)O (stereo unspecified) | -50% | -7% | 2% | 46%[activator] | -6% | 0 | -38% | -4% | -1%
CC(SCC(=O)Nc1ccc(S(=O)(=O)N2CCCCC2)cc1)C(=O)O (stereo unspecified) | 14% | -6% | -6% | 38%[activator] | -3% | -3 | -33% | -9% | -5%
Cc1c2c([n+]3n1CCC3)CC(C)(C)CC2=O | ? | -5% | -3% | 23% | nt | 0 | 15% | -1% | -5%
COc1ccc(Cc2n[nH]c(=S)n2N)cc1OC | 3.2µM* | 7.9µM* | -16% | ? | 4% | -6 | ? | 3% | 23%
O=C(Nc1cc([N+](=O)[O-])ccc1Cl)C(Sc1ccccc1)c1ccccc1 (stereo unspecified) | -9%[59 µM] | 79µM* | 0% | ? | 9% | -1 | -38% | i | 3%
CCCn1c(C)cc(C(=O)CSc2nc3ccccc3c(=O)n2Cc2ccco2)c1C | -31%[59 µM] | ? | 29% | -3% | -1% | 0 | -29% | -5% | 8%
COc1ccc(CNS(=O)(=O)CCNC(=O)c2ccccc2)cc1 | -6% | -7% | 0% | 31% | 10% | -2 | 7% | -5% | -7%
Cc1cc(NC(=O)CCCC(=O)N(c2ccccc2)C(C(=O)NC2CCCCC2)c2cccs2)no1 (stereo unspecified) | -3%[59 µM] | 4% | 0% | 41%[activator] | 4% | 5 | -5% | -9% | -2%
O=S(=O)(c1ccc(Br)cc1)c1nnn2c1nc(Nc1cccc(C(F)(F)F)c1)c1sccc12 | -16%[59 µM] | -5% | 2% | 21% | -2% | -5 | -11% | 0% | -11%
CCOc1ccccc1C(=O)Nc1ccc(-n2nncc2C(C)(C)C)cc1 | -4% | -2% | 0% | 39%[activator] | 13% | 0 | -6% | -10% | -16%
COc1ccccc1NC(=O)c1cnc(SCC(=O)N2CCOCC2)n(C)c1=O | 11%[59 µM] | -11% | ? | 18% | -4% | 1 | -3% | -9% | -5%
COc1cc(NC(=O)NC(C)c2c(-n3cccc3)sc3c2CCCC3)cc(OC)c1OC (stereo unspecified) | -27%[59 µM] | -17% | -4% | 3% | -3% | -3 | -20% | -8% | -6%
Cc1ccccc1OCC(=O)OCC(=O)c1c[nH]c2ccccc12 | 2%[59 µM] | -13% | -3% | 28% | 12% | 1 | -2% | -8% | 2%
CS(=O)(=O)c1ccc(-c2nnn(CC(N)=O)n2)cc1 | -27% | -15% | 13% | 22% | -4% | -1 | -2% | -5% | -2%
O=c1c2sc3ccccc3c2n(Cc2ccc(F)cc2)c(=O)n1Cc1ccccc1 | -17%[59 µM] | -1% | 1% | 36% | 5% | 0 | 6% | -1% | -15%
CCOC(=O)C1=C(COC(=O)[C@H](C)NS(=O)(=O)c2ccccc2F)NC(=O)NC1C (stereo partly specified) | 21%[2.33 µM] | 5% | 0% | 37% | 5% | 1 | 8% | -2% | -2%
O=C1COc2cccnc2N1 | 25%[2.33 µM] | 14% | -17% | 38% | -14% | -7 | 11%&-3% | -2% | -2%
CC1CCCC(C)N1C(=O)COC(=O)CNC(=O)c1ccccc1F (stereo unspecified) | 3%[12.7 µM] | -13% | -2% | 33% | -1% | 5 | 6% | i | -3%
CCCCCNC(=O)CC1Nc2c3ccccc3nc(=S)n2C1=O (stereo unspecified) | -51% | 16% | 3% | 18% | 3% | -2 | 3% | -5% | nt
CC(=O)c1cccc(S(=O)(=O)N2CCC(C(=O)NC3CCCC3)CC2)c1 | -1%[0.501 µM] | -6% | 0% | 30% | -4% | -2 | ? | i | 1%
NC(=O)CC(NC(=O)c1ccc(Br)cc1)c1ccc(NC2CCCCC2)c([N+](=O)[O-])c1 (stereo unspecified) | nt | -11% | ? | 33% | -13% | -5 | -6% | -5% | 6%
CCc1ccc(NS(=O)(=O)c2cc3c4c(c2)CCN4C(=O)CC3)cc1 | 12% | -6% | -4% | 25% | -14% | 1 | 10% | -4% | 4%
COc1cc(C2C3C(=O)N(Cc4ccccc4)C(=O)C3ON2c2ccccc2)cc(OC)c1OC (stereo unspecified) | -2%[59 µM] | -5% | 5% | 16% | 2% | 2 | 0% | 0% | 0%
O=C(C1CC(=O)N(c2ccccc2)C1)N1CCC(c2nc3ccccc3[nH]2)CC1 (stereo unspecified) | 45µM* | -14% | -1% | 28% | -2% | 0 | -2% | -4% | -5%
Cc1cccc(CC(=O)N2CC(=O)Nc3ccc(F)cc3C2c2ccccc2)c1 (stereo unspecified) | 3%[59 µM] | -13% | 18% | 29% | 4% | 3 | -14% | -9% | -5%
CCC(C)(C(=O)NC1CCCC1)N(Cc1ccco1)C(=O)c1ccc2c(c1)OCO2 (stereo unspecified) | -7% | -16% | -1% | 1% | -11% | 3 | 0% | i | -4%
Cc1csc(NC(=O)c2cccs2)n1 | 13%[59 µM] | 4% | -9% | 39%[activator] | 7% | -8 | 7% | -5% | 10%
Cc1cc(C(=O)Nc2ccc3c(c2)OCCO3)co1 | ? | -10% | 6% | 14% | nt | -5 | 3% | nt | -5%
CC1CCN(CCOc2cccc(Br)c2)CC1 | 7.9µM* | 7.9µM* | -7% | ? | 14% | 8 | 56µM* | 3% | -1%
O=C(N/N=C1/CC2C=CCC12)c1cccs1 (stereo unspecified) | -20% | 5% | -6% | 46%[activator] | -11% | -4 | -20% | -10% | -3%
O=C1CSc2ccc(C(=O)NCCC3=CCCCC3)cc2N1 | 62%[activator][59 µM] | 5% | 0% | 20% | -3% | 3 | -9% | -2% | 6%
Cc1nc2ccccc2c(=O)n1-c1ccc(NC(=O)c2ccccc2[N+](=O)[O-])cc1 | 1%[59 µM] | -15% | -7% | 8% | -1% | 2 | -10% | i | -6%
Cc1ccc(NC(=O)NCC(c2ccccc2)N(C)C)cc1 (stereo unspecified) | -1% | -11% | 2% | 28% | -4% | 0 | -19% | 0% | 24%
COC(=O)c1c(C)oc(C)c1S(=O)(=O)N1CCCCC1 | 0% | -7% | 0% | 17% | -3% | 1 | 2% | -2% | 0%
COc1cc(C)ccc1OCC(=O)OCC(=O)NCC1CCCCC1 | nt | -8% | 1% | 29% | 0% | -4 | nt | -9% | 7%
COc1cc(NC(=O)c2c(C)nn(-c3ccc(F)cc3)c2-n2cccc2)cc(OC)c1 | -4%[59 µM] | 6% | -1% | 35% | 4% | -4 | -12% | 10% | -3%
Cn1nc(C(=O)NNC(=O)COc2ccccc2)c2ccccc2c1=O | -10%[59 µM] | -10% | -1% | 36% | -4% | 2 | 6% | -2% | 6%
Cc1nc2c(C)cccn2c1/C(O)=C1\C(=O)C(=O)N(CCN(C)C)C1c1ccccc1 (stereo unspecified) | 6%[12.7 µM] | -5% | -2% | 14% | -1% | -1 | -1% | 0% | -11%
CCOC(=O)c1ccc(-n2cncn2)nc1 | 13%[59 µM] | -6% | -6% | 33% | 1% | 3 | 1% | -2% | -12%
CCCN1CCC(NC(=O)CC2C(=O)NCCN2Cc2cccc(OC)c2)CC1 (stereo unspecified) | 19% | -15% | -13% | 26% | 0% | -1 | 10% | 1% | -10%
O=S(=O)(c1ccc(F)cc1)N1CCCC1 | 5%[0.501 µM] | -3% | -1% | 39% | 25% | 1 | -29% | 1% | 2%
CC(C)(C)NC(=O)c1ccc(COc2ccccc2Br)o1 | 6%[59 µM] | -25% | -11% | 3% | -4% | -6 | -5% | -6% | 1%
CCS(=O)(=O)Nc1ccc(C2=NN(C(=O)c3ccco3)C(c3cccs3)C2)cc1 (stereo unspecified) | -4% | -21% | 5% | 20% | -5% | 2 | -21% | 3% | -12%
O=C1OC(C(=O)Nc2cccc(Br)c2)Cc2ccccc21 (stereo unspecified) | 7%[59 µM] | -5% | -6% | 23% | 1% | 0 | ? | -5% | -1%
O=C(O)c1cccc2c1-c1ccccc1/C2=N\Nc1ccccc1 | 50µM* | ? | 5% | 22% | 3% | 3 | -31% | -2% | 20%
CCCCn1c(=S)[nH]c2ccccc2c1=O | 26%[59 µM] | -17% | 0% | 50%[activator] | 2% | 0 | 6% | -4% | -5%
O=C(NCCc1ccccc1)c1cnc2ccccn2c1=O | 7% | -1% | -13% | 26% | nt | 0 | -1% | -5%[11.5 µM] | -16%
O=C(CSc1nnc(-c2cccnc2)s1)Nc1ccccc1 | 6% | -2% | -11% | 27% | 11% | -1 | -20% | i | -2%

Ordered by molar mass (falling): 3 of the compounds above
SMILES | G9a inh | JMJD2A Tudor | Pin1 inhibitor | HP1b chromo inh | ERG-DNA inh | PI4K2A inh | BAZ2B inh | PGK inhibitor | GLS inh
CC(C)(C)NC(=O)c1ccc(COc2ccccc2Br)o1 | 6%[59 µM] | -25% | -11% | 3% | -4% | -6 | -5% | -6% | 1%
CCCCn1c(=S)[nH]c2ccccc2c1=O | 26%[59 µM] | -17% | 0% | 50%[activator] | 2% | 0 | 6% | -4% | -5%
CCOC(=O)c1ccc(-n2cncn2)nc1 | 13%[59 µM] | -6% | -6% | 33% | 1% | 3 | 1% | -2% | -12%
